Assay outcomes: PubChem, Broad Institute
NSD2 HMT inh = NSD2 histone methyltransferase inhibitors, primary screen, biochemical, AlphaScreen, single concentration, set 2; Histone-lysine N-methyltransferase NSD2 (Homo sapiens), O96028; inhibition, % at 12.5 µM; 310,000 tested, 0.54% active; NSD2 peptide methylation, 120 min; in the data active means inhibition above about 50%
Target sequence (O96028 whole entry, looked up): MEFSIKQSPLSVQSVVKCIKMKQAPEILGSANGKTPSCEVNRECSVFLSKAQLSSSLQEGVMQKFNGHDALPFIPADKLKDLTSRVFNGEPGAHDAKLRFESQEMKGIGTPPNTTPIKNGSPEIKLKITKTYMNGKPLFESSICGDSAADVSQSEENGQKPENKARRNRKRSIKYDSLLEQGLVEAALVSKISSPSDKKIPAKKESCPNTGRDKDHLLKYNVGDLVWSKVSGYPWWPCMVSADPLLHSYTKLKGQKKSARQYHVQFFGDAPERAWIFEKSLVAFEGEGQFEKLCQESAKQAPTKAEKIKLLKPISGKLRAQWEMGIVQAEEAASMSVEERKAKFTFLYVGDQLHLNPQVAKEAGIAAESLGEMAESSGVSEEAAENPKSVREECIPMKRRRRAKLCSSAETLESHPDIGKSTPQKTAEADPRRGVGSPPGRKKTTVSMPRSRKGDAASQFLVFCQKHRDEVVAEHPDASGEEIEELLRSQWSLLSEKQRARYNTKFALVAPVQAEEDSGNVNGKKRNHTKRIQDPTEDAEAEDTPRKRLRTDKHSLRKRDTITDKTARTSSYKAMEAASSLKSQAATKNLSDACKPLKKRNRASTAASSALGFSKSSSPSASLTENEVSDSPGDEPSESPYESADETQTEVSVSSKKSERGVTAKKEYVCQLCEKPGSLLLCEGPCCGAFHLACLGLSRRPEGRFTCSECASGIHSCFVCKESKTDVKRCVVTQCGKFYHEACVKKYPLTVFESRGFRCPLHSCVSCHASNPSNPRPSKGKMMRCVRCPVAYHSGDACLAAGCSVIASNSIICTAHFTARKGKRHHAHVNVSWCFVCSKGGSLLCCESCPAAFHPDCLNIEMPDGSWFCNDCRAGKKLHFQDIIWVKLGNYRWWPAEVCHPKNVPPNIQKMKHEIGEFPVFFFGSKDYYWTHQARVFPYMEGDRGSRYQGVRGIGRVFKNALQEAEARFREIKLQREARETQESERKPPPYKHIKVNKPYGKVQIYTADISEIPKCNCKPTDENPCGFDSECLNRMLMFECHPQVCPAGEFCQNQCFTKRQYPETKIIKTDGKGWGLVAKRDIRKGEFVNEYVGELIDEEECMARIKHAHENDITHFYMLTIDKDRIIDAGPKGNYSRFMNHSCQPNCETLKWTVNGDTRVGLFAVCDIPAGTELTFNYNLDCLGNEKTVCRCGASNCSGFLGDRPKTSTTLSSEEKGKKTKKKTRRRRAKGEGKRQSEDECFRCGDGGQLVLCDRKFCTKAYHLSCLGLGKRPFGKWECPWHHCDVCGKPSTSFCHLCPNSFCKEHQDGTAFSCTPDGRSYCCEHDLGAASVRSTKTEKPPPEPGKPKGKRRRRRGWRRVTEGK
* = called active by the depositor. Only part of the results is shown; count on the stated rates, not on these rows.

SMILES	NSD2 HMT inh
C=CCNc1nc(NCCOC)c2sc(-c3ccccc3)cc2n1	-3
Cc1ccccc1S(=O)(=O)N1CCCc2nc(-c3ccccc3)ccc21	-1
CC1(C(=O)NS(=O)(=O)c2ccccc2Cl)CCN1C(=O)Cc1ccc(Cl)cc1Cl (stereo not drawn)	-3
CCC(CC)C(=O)N(C)c1c(C)nc2c(OCc3ccc(Cl)cc3)cccn12	2
O=C(c1ccc(CS(=O)Cc2cccc(Cl)c2)o1)N1CCN(c2ccc(F)cc2)CC1 (stereo not drawn)	2
CC(=O)N1CCN(S(=O)(=O)c2ccc3c(c2)oc(=O)n3C)CC1	0
O=C(NCc1ccncc1)C1Cc2c(-c3ccc4c(c3)OCO4)ccnc2O1 (stereo not drawn)	0
CNc1nc(Oc2ccc3sc(C)nc3c2)c2sccc2n1	-1
COc1ccc(-c2cc(C(=O)NN=C/C(C)=C/c3ccccc3)[nH]n2)cc1	-1
COc1ccc(F)cc1-c1cc(C(=O)Nc2cccnc2)[nH]n1	2
Cc1ccc(NS(=O)(=O)c2ccc(-n3cccn3)cc2)c(Br)c1	-2
CN1CCN(C(=O)c2ccc(-c3cc4nc(NCc5cccnc5)n(C)c(=O)c4s3)cc2)CC1	4
COc1cc2ccnc(C=O)c2cc1OC	0
NC(Cc1ccc(O)cc1)C(=O)NN=Cc1ccccc1O (stereo not drawn)	3
CCCS(=O)(=O)NC(=O)C1(C)CCCN(C(=O)c2cccnc2Oc2ccccc2)C1 (stereo not drawn)	-5
O=C(NN=Cc1ccccc1C(F)(F)F)c1cc(-c2ccc(Cl)cc2)n[nH]1	-7
OC[C@H]1O[C@@H](c2nc(-c3ccc4[nH]ccc4c3)no2)[C@H](O)[C@@H](O)[C@H]1O	-5
O=C(NC(=S)N1CCN(c2ccc(F)cc2)CC1)c1ccccc1	1
CCCCN(C=O)c1c(CC)nc2ccc(C(=O)N3CCN(C(C)=O)CC3)cn12	2
CC(=O)Nc1ccc(-c2ccnc3c2CC(C)(C(=O)NCc2ccco2)O3)cc1 (stereo not drawn)	2
COc1ccc(-n2c(SCC(=O)Nc3ccc4cn[nH]c4c3)nnc2-c2ccccc2)cc1	-8
COCCNC(=O)C1(C)CCCN(Cc2ccccc2N(C)C)C1 (stereo not drawn)	0
CC1(C(=O)NS(=O)(=O)c2cccc(OC(F)F)c2)CCN1C(=O)c1ccccc1CCc1ccccc1 (stereo not drawn)	0
CC(C)NC(=O)c1ccc(COc2cccc3ccccc23)o1	1
COc1ccc(-c2coc3c(C(=O)NCCN4CCOCC4)cccc23)c(C)c1	4
CCN(CC)CCNC(=O)CN1C(=O)CSc2ccc(S(=O)(=O)N3CCOCC3)cc21	9
CCCc1cc(=O)oc2cc(OCC(=O)NCCN3CCOCC3)c(Cl)cc12	-1
CCN(CC)c1ncnc2c1ncn2[C@H]1CN(Cc2ccccc2)C[C@@H](CO)O1	1
Cc1ccc(-c2cc(-c3nnc4sc(Cc5cccs5)nn34)[nH]n2)cc1	3
CCCCN(C=O)c1c(CC)nc2ccc(C(=O)NCCCn3ccnc3)cn12	2
O=C(C=Cc1ccc(O)c(O)c1)NCC(=O)NC(Cc1ccccc1)C(=O)O (stereo not drawn)	-2
Cc1ccc(C(=O)C2CCN(CC(=O)N3CCOCC3)CC2)cc1	2
COCCNc1ncnc2c1ncn2[C@H]1CN(Cc2cccs2)C[C@@H](CO)O1	-1
CCCCC(=O)N(C)c1c(C)nc2ccc(C(=O)N3CCNC(=O)C3)cn12	-4
CCc1nc2ccc(C(=O)N(C)Cc3ccccc3)cn2c1N(C)Cc1ccc(OC)cc1	21
N=c1c2ccccc2nc2n1CCCCC2	-1
CC1(C(=O)NCc2ccccc2)CN(S(C)(=O)=O)CC(=O)N1CCc1ccccc1 (stereo not drawn)	-2
COc1cc(/C=C2/SC(=S)N(CCC(=O)N3CCN(C)CC3)C2=O)cc(OC)c1OC	2
CC(C)Nc1ncnc2c1ncn2[C@H]1CN(Cc2ccc(-c3ccccc3)cc2)C[C@@H](CO)O1	2
Fc1ccc(-c2cc(-c3nnc4sc(Cc5cccs5)nn34)[nH]n2)cc1	-1
Cc1occc1-c1nnc(SCC(=O)Nc2ccccn2)n1-c1ccccc1	5
COCCNc1nc(Oc2cccc3ccccc23)c2sccc2n1	-2
CC(C)Cc1nnc(NS(=O)(=O)c2ccccc2)s1	3
Cc1ccsc1C(=O)N1CCCCCC1(C)C(=O)NCC(C)C (stereo not drawn)	-5
COc1cc(Cn2c3ccc(NC(=O)CC(C)C(F)(F)F)cc3c(=O)n2C)ccc1F (stereo not drawn)	0
CC(O)(c1ccccc1)c1nc(/C=C/c2ccccc2)cs1 (stereo not drawn)	1
CCCCNC(=O)C1(C)CCN1Cc1cc(C)ccc1C (stereo not drawn)	-9
CC(=O)Nc1ccc(-c2ccnc3c2CC(C)(C(=O)Nc2ccccc2)O3)cc1 (stereo not drawn)	-3
CC(C(=O)OCC(=O)Nc1ccccc1OC(F)F)N1C(=O)C2CC=CCC2C1=O (stereo not drawn)	0
O=C1CN(CCN2CC(=O)N(Cc3ccccc3)C(=O)C2)CC(=O)N1Cc1ccccc1	-5
Cc1ccccc1C1(O)c2ccccc2-c2ccccc21	-2
COc1cc(Cn2c3ccc(NC(=O)NCCc4ccccc4)cc3c(=O)n2C)ccc1F	-2
COc1cc(-c2cc(NC=O)c3ncc(-c4ccc(C(C)=O)cc4)n3c2)cc(OC)c1OC	0
NC(Cc1ccc(Cl)cc1)c1csc(Nc2cc(Oc3ccccc3)ncn2)n1 (stereo not drawn)	-2
CCc1ccc(OC2(C)CCN(Cc3ccccc3OC(F)F)C2)cc1 (stereo not drawn)	0
O=CN1CCN(C(=O)Cc2ccc(Cl)cc2)CC1	-1
CC(C)=NNc1cnnc2ccc([N+](=O)[O-])cc12	17
COc1cc(NC(=O)C2CCCN(S(=O)(=O)c3ccc(Cl)s3)C2)cc(OC)c1 (stereo not drawn)	-3
O=C(Nc1ccc2c(c1)CCO2)Nc1nnc([C@H]2C[C@H](O)[C@@H](CO)O2)s1	0
COc1ccc(-c2cc(-c3nnc(SCC(=O)N4CCOCC4)n3N)[nH]n2)cc1	0

Two entries drawn at random from those above:
SMILES	NSD2 HMT inh
COc1ccc(-c2coc3c(C(=O)NCCN4CCOCC4)cccc23)c(C)c1	4
COCCNC(=O)C1(C)CCCN(Cc2ccccc2N(C)C)C1 (stereo not drawn)	0

Additional entries.
SMILES	NSD2 HMT inh
CCc1nc2ccc(C(=O)NCCOc3ccc(OC)cc3)cn2c1N(C)Cc1nccn1C	13
O=C(CSc1nnc(COc2ccc(Cl)cc2)n1Cc1ccco1)Nc1cccc2ccccc12	1
COc1ccc(-c2cc(-c3nnc(SCC(=O)Nc4ccc(OCc5ccccc5)cc4)n3N)[nH]n2)cc1	-3
Cc1ccc(OCc2cc(C(=O)N(C)Cc3cnn(C)c3)no2)cc1C	-1
COc1ccc(NC(=O)CSc2ncnc3scc(-c4ccc(C)cc4)c23)cc1OC	-9
C=CCn1c(COc2ccccc2)nnc1SCC(=O)Nc1ccc(Oc2ccccc2)cc1	-1
O=C(c1ccc(F)cc1)N1CCN(S(=O)(=O)c2ccc3c(c2)OCCO3)CC1	0
Cc1cc(C(=O)N2CCC2(C)C(=O)NCc2cccc3ccccc23)nn1C (stereo not drawn)	1
Cc1ccc(-n2c(=O)c3c(c4cc(C)ccc4n3C)n(CC(=O)NCC3CCCO3)c2=O)cc1 (stereo not drawn)	-1
CCC(C)[C@H]1CNC(=O)C(=O)N1CCCCC1CCCCC1 (stereo partly drawn)	1
CCN(Cc1cc2ccc(C)cc2[nH]c1=O)C(=O)c1ccncc1	-5
COc1ccc(C2Nc3ccccc3C(=O)N2Cc2cccnc2)cc1COc1c(C)cccc1C (stereo not drawn)	1
O=C(NCc1ccco1)c1ccc2sc([C@@H]3O[C@H](CO)[C@@H](O)[C@H]3O)nc2c1	2
O=C(NCC1CCN(C(=O)C(=O)c2cccs2)CC1)c1ccc2ccccc2c1	1
CC1(C)CNC(=S)N1Cc1ccccc1	-2
COC(=O)C1CCCN(C(=O)C2CCN(S(=O)(=O)c3cccs3)CC2)C1 (stereo not drawn)	-16
CC(=O)NC(C)(c1ccccc1)c1nc(/C=C/c2ccccc2)cs1 (stereo not drawn)	2
COc1ccccc1C(=O)N1CCC2CCN(C(=O)c3ccccc3)C2C1 (stereo not drawn)	0
COCCOC(=O)N1CCCCC1c1cc(C(=O)NCc2ccc(Cl)c(Cl)c2)no1 (stereo not drawn)	2
c1cncc(C2SCCCS2)c1	-1

Individual results from the entries so far:
Value for COC(=O)C1CCCN(C(=O)C2CCN(S(=O)(=O)c3cccs3)CC2)C1 (stereo not drawn) in NSD2 HMT inh: -16
Value for CCC(C)[C@H]1CNC(=O)C(=O)N1CCCCC1CCCCC1 (stereo partly drawn) in NSD2 HMT inh: 1
Value for CCc1nc2ccc(C(=O)NCCOc3ccc(OC)cc3)cn2c1N(C)Cc1nccn1C in NSD2 HMT inh: 13
Value for COCCOC(=O)N1CCCCC1c1cc(C(=O)NCc2ccc(Cl)c(Cl)c2)no1 (stereo not drawn) in NSD2 HMT inh: 2
Value for COc1ccc(NC(=O)CSc2ncnc3scc(-c4ccc(C)cc4)c23)cc1OC in NSD2 HMT inh: -9
Value for COc1ccccc1C(=O)N1CCC2CCN(C(=O)c3ccccc3)C2C1 (stereo not drawn) in NSD2 HMT inh: 0

Continuation:
SMILES	NSD2 HMT inh
CCOC(=O)C1(C)CCN1C(=O)c1ccccc1C(F)(F)F (stereo not drawn)	-1
Cc1cc(C)cc(NC(=O)N2CCC(N(C)CCC(C)C)CC2)c1	6
CN(C)C(=O)c1cccc(-c2cnc3c(NC=O)cc(-c4ccccc4Cl)cn23)c1	0
O=C(COC(=O)/C=C/c1ccc(Cl)cc1)NCc1cccs1	0
O=C(NC(Cc1c[nH]c2ccccc12)C(=O)O)OCC1c2ccccc2-c2ccccc21 (stereo not drawn)	4
O=C(Nc1cccc2cccnc12)c1ccc2sc([C@H]3C[C@H](O)[C@@H](CO)O3)nc2c1	-2
Cc1ccc(NC(=O)CCS(=O)(=O)c2ccccc2)c(C)c1	1
Cc1[nH]c2ccccc2c1CC(=O)Nc1ccc(Nc2cccnc2)c(-c2ccc(Oc3ccccc3)cc2)c1	-1
COc1ccc([C@H]2OC(=O)C[C@@H]2C(=O)N2CCN(c3ccccc3Cl)CC2)cc1OC	-5
O=C1c2ccccc2-c2cc(Br)ccc2NC1O (stereo not drawn)	-1
CN(Cc1ccccn1)C(=O)c1cc(COc2ccc(F)cc2Cl)on1	-3
CC1(C(=O)NS(=O)(=O)c2ccccc2)CCN1C(=O)CC(c1ccccc1)c1ccccc1 (stereo not drawn)	-3
CCc1nc2ccc(C(=O)NC3CCN(Cc4ccccc4)CC3)cn2c1N(C)Cc1ccc(N(C)C)cc1	-2
Cc1ccccc1-n1c(SCC(=O)NC2CC2)nc2ccccc2c1=O	-6
Cn1nccc1-c1coc2c(C(=O)N3CCOCC3)cccc12	-2
CCNC(=O)C1(C)CCCN(C(=O)c2cc(-c3ccccc3)cs2)C1 (stereo not drawn)	12
COc1ccc(NC(=O)C2(C)CCN2Cc2cccc(OC)c2OC)cc1OC (stereo not drawn)	3
COc1cccc(-c2nnc3sc(-c4ccc(Br)o4)nn23)c1	22
CCOc1ccc(CCNC(=O)COC(=O)c2[nH]c(C)c(C(C)=O)c2C)cc1OCC	0
CC(=O)NC(c1ccccc1)c1nc(-c2ccc3ccccc3c2)cs1 (stereo not drawn)	-4

Sorted by the number under NSD2 HMT inh (ascending): 3 from the list above
SMILES	NSD2 HMT inh
Cn1nccc1-c1coc2c(C(=O)N3CCOCC3)cccc12	-2
CCOc1ccc(CCNC(=O)COC(=O)c2[nH]c(C)c(C(C)=O)c2C)cc1OCC	0
COc1cccc(-c2nnc3sc(-c4ccc(Br)o4)nn23)c1	22

Back to the main list, repeating the 6 entries before the break.
SMILES	NSD2 HMT inh
Cn1nccc1-c1coc2c(C(=O)N3CCOCC3)cccc12	-2
CCNC(=O)C1(C)CCCN(C(=O)c2cc(-c3ccccc3)cs2)C1 (stereo not drawn)	12
COc1ccc(NC(=O)C2(C)CCN2Cc2cccc(OC)c2OC)cc1OC (stereo not drawn)	3
COc1cccc(-c2nnc3sc(-c4ccc(Br)o4)nn23)c1	22
CCOc1ccc(CCNC(=O)COC(=O)c2[nH]c(C)c(C(C)=O)c2C)cc1OCC	0
CC(=O)NC(c1ccccc1)c1nc(-c2ccc3ccccc3c2)cs1 (stereo not drawn)	-4
COc1ccccc1-c1cc2nc(NCc3cccc(Cl)c3)ccn2n1	-2
O=[N+]([O-])c1ccc(S(=O)(=O)Nc2ccc(-c3csc(-c4ccccc4)n3)cc2)cc1	6
CC(C)C(N)c1csc(Nc2cc(Oc3ccccc3)ncn2)n1 (stereo not drawn)	6
O=C(NC(c1ccc(-c2ccccc2)cc1)c1cnccn1)C1CCN(CCCOc2ccccc2)CC1 (stereo not drawn)	0
CC(C)N(C)c1ncnc2c1ncn2[C@H]1CN(Cc2ccc3c(c2)OCO3)C[C@@H](CO)O1	3
COc1ccc(OC)c(NC(=O)Nc2nnc([C@H]3C[C@H](O)[C@@H](CO)O3)s2)c1	1
CC(=O)Nc1cccc(-c2ccnc3c2CC(C)(C(=O)NCCC(F)(F)F)O3)c1 (stereo not drawn)	-1
CN(C)S(=O)(=O)N(CC(=O)Nc1ccccc1C(F)(F)F)c1ccccc1	7
CCCCc1ccc(-c2nn[nH]n2)nc1	-3
CC(=O)NC(c1cccc(F)c1)c1nc(-c2csc3ccccc23)cs1 (stereo not drawn)	1
Cc1c(NC(=O)C2CCCN(S(=O)(=O)c3ccccc3[N+](=O)[O-])C2)c(=O)n(-c2ccccc2)n1C (stereo not drawn)	-2
CC1(C(=O)Nc2ccccc2)CCN1C(=O)C1(c2ccc(Cl)cc2)CC1 (stereo not drawn)	-12
CC1=CC2=C(C=O)C(=O)C(C)(O)C(O)C2=CO1 (stereo not drawn)	1
Cc1ccc(-c2cc(C(=O)NN=Cc3ccc(-c4ccccc4)cc3)[nH]n2)cc1	2
O=C(NCc1ccc(C(F)(F)F)cc1)c1ccc(-c2cccnc2)c2ccoc12	-3
Cc1ccc(S(=O)(=O)N2CCCC2C(=O)N2CCN(c3ccccc3)CC2)cc1C (stereo not drawn)	3
CC(=O)Nc1ccc(NC(=O)C2Cc3c(-c4ccc(Cl)cc4)ccnc3O2)cc1 (stereo not drawn)	-1
